Compound activity from PubChem BioAssay.
DAX1 inh-1: DAX1 (NR0B1) inhibitors on StAR promoter, primary screen, cell-based, luminescence, SF-1 (NR5A1), full-length DAX-1 | AID 652010, 2013 | 370,000 tested, 1.1% active | inhibition, % at 6.8 µM | HEK293T StAR-luciferase reporter, SF-1/DAX-1 repression relief;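 active means inhibition above the mean over all tested compounds plus 3 SD, cut at about 3.6% in these data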;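 further: 0% = DAX-1 cells with DMSO and 100% = cells lacking DAX-1 with DMSO; higher inhibition means more luminescence from relief of DAX-1 repression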
DAX1 inh-2: DAX1 (NR0B1) inhibitors, primary screen, cell-based, HEK293, Gal4-DAX1, luciferase luminescence; AID 504766, 2011; inhibition, % at 6.75 µM; HEK293 Gal4-DAX1 luciferase reporter; 340,000 tested, 0.99% active;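 active means inhibition above the mean over all tested compounds plus 3 SD, cut at about 4.2% in these data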;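 further: 0% = DAX1-transfected cells with DMSO and 100% = empty-vector control cells with DMSO; inhibition shows as a rise in luminescence from relieved DAX1 repression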
hgDAF12 agonist: H. glycines DAF-12 receptor agonists, primary screen, cell-based, luminescence, HEK293, GAL4 fusion, UAS-luciferase | HEK293 GAL4-hgDAF12 UAS-luciferase reporter, agonist luminescence; normalized to butyrate control | activation, % at 6.8 µM | 370,000 tested, 1.8% active | AID 687014, 2013;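 active means activation above a cutoff set at the mean of all screened compounds plus 3 SD, cut at about 10% in these data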;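 further: 0% = DMSO wells and 100% = sodium butyrate wells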
NPR2 activator: human GC-B receptor activators, primary screen, HEK293 GC-B cells, cGMP TR-FRET, EC30 CNP. activation, % at 10 µM. Atrial natriuretic peptide receptor 2 (Homo sapiens), P20594. 0% at EC30 CNP, 100% saturating CNP. 370,000 tested, 0.11% active;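 active means activation at 10 µM reaching about 35% in either raw or pattern-adjusted values, limit read from the data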
sPLA2-III inh: human group III sPLA2 inhibitors, primary screen, biochemical, QFRET, BODIPY PC-A2 liposome substrate; Group 3 secretory phospholipase A2 (Homo sapiens), Q9NZ20; QFRET BODIPY PC-A2 liposome hydrolysis, fluorescence; inhibition, % at 12.2 µM; 370,000 tested, 0.56% active; AID 743126, 2013;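 active means inhibition above mean plus 3 SD of compounds lying within the high and low control bounds, cut at about 19% in these data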;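 further: 0% = median of test compound wells and 100% = no enzyme DMSO wells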
ssDAF-12 act: S. stercoralis DAF-12 nuclear receptor activators, primary screen, cell-based, luminescence, HEK293, GRIP1 co-expression, lit1-tk-luc. Nuclear hormone receptor DAF-12 (Strongyloides stercoralis). HEK293 ssDAF-12/GRIP1 lit1-tk-luc reporter; % of 3 µM dafachronic acid response. activation, % at 6.8 µM. 370,000 tested, 1% active. AID 652126, 2013;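 active means activation above the mean over all tested compounds plus 3 SD, cut at about 0.9% in these data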;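 further: 0% = DMSO-only wells and 100% = 3 µM delta7-dafachronic acid wells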
GAA850 FXN act: FXN promoter activators, primary screen, cell-based, luciferase luminescence, HEK293 lucGAA850. AID 540364, 2011. HEK293 lucGAA850 FXN promoter luciferase reporter, 24 h; percent of 10 µM SAHA response. activation, % at 6 µM. 360,000 tested, 0.56% active;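 active means activation above the average of all compounds screened plus 3 SD, cutoff fixed separately per campaign, cut at about 7.5% in these data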;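 further: 0% = DMSO wells and 100% = 10 µM SAHA wells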
hcDAF-12 act: H. contortus DAF-12 nuclear receptor activators, primary screen, cell-based, luminescence, HEK293, lit1-tk-luc reporter | HEK293 hcDAF-12 lit1-tk-luc reporter; 0% DMSO, 100% Δ7-dafachronic acid | activation, % at 6.8 µM | 370,000 tested, 1.4% active | AID 652067, 2013;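 active means activation above the mean of all tested compounds plus 3 SD, cut at about 5.5% in these data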;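 further: 100% = response to 3 µM Δ7-dafachronic acid high control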
KLK7 zymogen act: proKLK7 zymogen activators, primary screen, biochemical, fluorescence intensity; 370,000 tested, 0.9% active; activation, % at 7 µM; Kallikrein-7 (Homo sapiens), P49862; purified proKLK7, EDANS-DABCYL substrate fluorescence; 100% is mature enzyme control, 0% vehicle;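 active means activation above the mean of all tested compounds plus 3 SD, computed per campaign excluding outliers beyond control limits, cut at about 13% in these data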
GC-A act: GC-A stimulated cGMP production enhancers – HEK293 GC-A cells, cGMP TR-FRET, EC30 ANP, primary screen; Atrial natriuretic peptide receptor 1 (Homo sapiens), P16066; 0% at EC30 ANP, 100% saturating ANP; activation, % at 10 µM; 370,000 tested, 0.14% active; in the data active means activation above about 40%
Target sequence (P16066 whole entry, looked up): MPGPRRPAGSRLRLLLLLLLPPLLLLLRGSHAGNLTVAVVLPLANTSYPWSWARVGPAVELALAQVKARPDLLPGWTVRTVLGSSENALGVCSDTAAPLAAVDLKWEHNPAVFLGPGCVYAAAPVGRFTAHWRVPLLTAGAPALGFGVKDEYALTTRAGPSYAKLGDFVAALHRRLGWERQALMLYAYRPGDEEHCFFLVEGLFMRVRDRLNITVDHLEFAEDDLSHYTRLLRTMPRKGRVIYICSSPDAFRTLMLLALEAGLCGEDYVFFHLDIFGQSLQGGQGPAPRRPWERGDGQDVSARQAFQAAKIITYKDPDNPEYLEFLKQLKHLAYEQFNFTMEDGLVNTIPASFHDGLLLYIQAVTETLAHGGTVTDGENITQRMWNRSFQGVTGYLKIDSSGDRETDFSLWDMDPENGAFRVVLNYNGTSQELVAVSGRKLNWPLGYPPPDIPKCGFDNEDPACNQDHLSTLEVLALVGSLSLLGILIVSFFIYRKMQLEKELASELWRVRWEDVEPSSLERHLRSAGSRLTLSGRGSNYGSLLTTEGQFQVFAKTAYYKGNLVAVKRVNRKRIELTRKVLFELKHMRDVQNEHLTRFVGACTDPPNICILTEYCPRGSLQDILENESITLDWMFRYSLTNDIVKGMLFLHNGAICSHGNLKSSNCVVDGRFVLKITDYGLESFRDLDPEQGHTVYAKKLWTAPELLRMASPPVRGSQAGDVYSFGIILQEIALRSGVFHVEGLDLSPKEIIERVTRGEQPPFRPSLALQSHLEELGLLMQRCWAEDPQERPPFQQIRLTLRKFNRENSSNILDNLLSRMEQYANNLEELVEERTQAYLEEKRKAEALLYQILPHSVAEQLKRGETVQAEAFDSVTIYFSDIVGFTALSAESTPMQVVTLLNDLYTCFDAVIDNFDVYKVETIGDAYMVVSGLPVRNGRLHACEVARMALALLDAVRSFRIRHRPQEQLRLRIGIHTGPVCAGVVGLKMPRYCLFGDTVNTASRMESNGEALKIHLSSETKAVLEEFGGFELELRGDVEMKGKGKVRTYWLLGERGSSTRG
SMARCA2 activ: SMARCA2 (BRM) function activators, primary screen, cell-based, luminescence, high throughput; MG213 cells, MMTV-luciferase reporter, dexamethasone, overnight; 370,000 tested, 1% active; activation, % at 9.1 µM; in the data active means activation above about 7.8%;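 further: 0% = vehicle wells and 100% = reference activator wells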
Active calls of the source: *.

`CCCC/C(O)=C1\C(=O)CC(C)(C)CC1=Nc1ccc(OC)cc1` gave DAX1 inh-1 -1.0, DAX1 inh-2 -0.5, hgDAF12 agonist -2.1, NPR2 activator 2.6, sPLA2-III inh 1.0, ssDAF-12 act -2.2, GAA850 FXN act -3.2, hcDAF-12 act -1.7, KLK7 zymogen act -0.6, GC-A act -2.5 and SMARCA2 activ 1.1.
Screening CC(=O)Nc1ccc(OC(=O)CC2SC(=O)NC2=O)cc1 (configuration not stated) returned DAX1 inh-1 0.5, DAX1 inh-2 -0.2, hgDAF12 agonist -0.4, NPR2 activator 1.8, sPLA2-III inh 4.3, ssDAF-12 act -1.0, GAA850 FXN act -0.9, hcDAF-12 act -0.6, KLK7 zymogen act 0.8, GC-A act -5.1 and SMARCA2 activ 5.9.
For Cc1ccc(NC(=O)COc2ccc(/C(N)=N/O)cc2)cc1C the results were DAX1 inh-1 -1.1, DAX1 inh-2 0.0, hgDAF12 agonist 1.9, NPR2 activator 3.6, sPLA2-III inh 4.0, ssDAF-12 act -1.6, GAA850 FXN act 6.0, hcDAF-12 act -2.2, KLK7 zymogen act -0.7, GC-A act -0.2 and SMARCA2 activ -2.4.
O=S(=O)(c1ccc(Cl)nc1)N1CCN(c2ncccn2)CC1 was read as DAX1 inh-1 -0.4, DAX1 inh-2 1.4, hgDAF12 agonist -1.4, NPR2 activator 0.7, sPLA2-III inh 1.3, ssDAF-12 act -0.9, GAA850 FXN act 0.5, hcDAF-12 act -0.1, KLK7 zymogen act 0.0, GC-A act -4.6 and SMARCA2 activ 4.0.
For FC(F)(F)c1cc(CNC2CCC23CCC(c2ccccc2)CC3)ccc1Cl (configuration not stated) the results were hgDAF12 agonist 8.4, NPR2 activator -7.9, sPLA2-III inh 5.6, ssDAF-12 act -1.4, hcDAF-12 act 0.5 and GC-A act -4.8.
`Clc1cc(Cl)cc(CNC2CCC23CCC(c2ccccc2)CC3)c1` (configuration not stated) gave hgDAF12 agonist 0.3, NPR2 activator -1.5, sPLA2-III inh 5.2, ssDAF-12 act -0.5, hcDAF-12 act 2.8 and GC-A act -3.2.
CCCOc1ccccc1C(=O)N(Cc1cccc(Br)c1)C1CCS(=O)(=O)C1 (configuration not stated) was read as DAX1 inh-1 -0.9, DAX1 inh-2 -0.7, hgDAF12 agonist -1.4, NPR2 activator -7.6, sPLA2-III inh -11.9, ssDAF-12 act -1.6, GAA850 FXN act 1.1, hcDAF-12 act -1.4, KLK7 zymogen act 0.7, GC-A act -14.4 and SMARCA2 activ -3.2.
For Cn1ncc(Br)c1C(=O)Nc1c(F)c(F)cc(F)c1F the results were DAX1 inh-1 0.3, DAX1 inh-2 1.2, hgDAF12 agonist -4.3, NPR2 activator 8.4, sPLA2-III inh 7.0, ssDAF-12 act -1.5, GAA850 FXN act 2.7, hcDAF-12 act -1.5, KLK7 zymogen act -0.1, GC-A act -1.1 and SMARCA2 activ 0.5.
`COc1ccc(-c2sc3ccc(N4CCOCC4)cc3c2-c2ccc(OC)c(F)c2)cc1` gave DAX1 inh-1 0.5, DAX1 inh-2 1.3, hgDAF12 agonist 2.5, NPR2 activator 14.1, sPLA2-III inh 5.9, ssDAF-12 act -0.8, GAA850 FXN act -0.4, hcDAF-12 act -1.6, KLK7 zymogen act -1.7, GC-A act 4.2 and SMARCA2 activ 0.7.
`COc1ccc(CC(=O)Nc2nccs2)cc1S(=O)(=O)N1CCOCC1` gave DAX1 inh-1 -0.4, DAX1 inh-2 -0.1, hgDAF12 agonist 0.6, NPR2 activator 0.0, sPLA2-III inh 5.5, ssDAF-12 act -1.0, GAA850 FXN act 0.8, hcDAF-12 act -2.0, KLK7 zymogen act 0.5, GC-A act 0.6 and SMARCA2 activ -1.6.
Screening O=C(O)c1cc(O)c2c(c1)[C@@H]([C@H]1c3cc(C(=O)O)cc(O)c3C(=O)c3c(O[C@@H]4O[C@H](CO)[C@@H](O)[C@H](O)[C@H]4O)cccc31)c1cccc(OC3O[C@H](CO)[C@@H](O)[C@H](O)[C@H]3O)c1C2=O (some centres not stated) returned DAX1 inh-1 0.7, DAX1 inh-2 1.5, hgDAF12 agonist -1.3, NPR2 activator -3.3, sPLA2-III inh 17.1, ssDAF-12 act -1.0, GAA850 FXN act 1.1, hcDAF-12 act -1.1, KLK7 zymogen act -0.1, GC-A act -39.1 and SMARCA2 activ -3.5.
Screening CCOC(=O)C1CCN(C(=O)COC(=O)c2ccccc2OCC)CC1 returned DAX1 inh-1 0.1, DAX1 inh-2 0.3, hgDAF12 agonist -1.5, NPR2 activator -1.1, sPLA2-III inh 11.3, ssDAF-12 act -0.9, GAA850 FXN act 2.9, hcDAF-12 act -0.2, KLK7 zymogen act 0.2, GC-A act -4.5 and SMARCA2 activ -5.1.
`COCc1nnc(NC(=O)c2ccc(OC)cc2OC)s1` gave DAX1 inh-1 2.4, DAX1 inh-2 0.0, hgDAF12 agonist 14.6*, NPR2 activator 0.7, sPLA2-III inh 1.2, ssDAF-12 act 0.0, GAA850 FXN act 5.2, hcDAF-12 act 6.8*, KLK7 zymogen act 0.3, GC-A act -1.1 and SMARCA2 activ 5.0.
COC(=O)c1ccc(C(=O)OC)c(NC(=O)C2CC(=O)N(C3CCCC3)C2)c1 (configuration not stated) was read as DAX1 inh-1 -2.1, DAX1 inh-2 -0.2, hgDAF12 agonist -1.8, NPR2 activator -4.6, sPLA2-III inh 6.8, ssDAF-12 act -0.9, GAA850 FXN act 1.4, hcDAF-12 act 0.0, KLK7 zymogen act 0.2, GC-A act -0.1 and SMARCA2 activ -3.7.
`Cc1ccc(NC(=O)C2CCN(S(=O)(=O)c3cnc[nH]3)CC2)cc1C` gave DAX1 inh-1 1.1, DAX1 inh-2 0.6, hgDAF12 agonist -0.2, NPR2 activator 2.3, sPLA2-III inh -16.6, ssDAF-12 act -1.5, GAA850 FXN act 2.6, hcDAF-12 act 2.4, KLK7 zymogen act 0.2, GC-A act 2.1 and SMARCA2 activ -1.1.
Screening Clc1ccc2nnc(Cl)n2n1 returned DAX1 inh-1 0.2, DAX1 inh-2 0.0, hgDAF12 agonist -1.8, NPR2 activator 2.1, sPLA2-III inh 5.0, ssDAF-12 act -1.2, GAA850 FXN act 1.8, hcDAF-12 act -0.2, KLK7 zymogen act 0.0, GC-A act 0.3 and SMARCA2 activ 4.8.
For Cc1ccc(-n2nc3c(=O)n(CCCC(=O)NCc4ccc(Cl)cc4)nc(C)c3c2C)cc1 the results were DAX1 inh-1 0.3, DAX1 inh-2 -0.1, hgDAF12 agonist -2.3, NPR2 activator -4.7, sPLA2-III inh 2.4, ssDAF-12 act -1.1, GAA850 FXN act -1.0, hcDAF-12 act -2.8, KLK7 zymogen act 0.4, GC-A act -12.5 and SMARCA2 activ 1.4.
Screening CCOc1cc(OCC)c(C(C)=O)cc1OCC returned DAX1 inh-1 -0.3, DAX1 inh-2 0.9, hgDAF12 agonist 1.5, NPR2 activator -6.0, sPLA2-III inh -3.0, ssDAF-12 act -1.2, GAA850 FXN act 1.6, hcDAF-12 act -2.0, KLK7 zymogen act 0.4, GC-A act 0.2 and SMARCA2 activ 2.9.
Screening COc1cc(/C=C2/C(=O)N(c3ccc(C)c(C)c3)N=C2C)cc([N+](=O)[O-])c1O returned DAX1 inh-1 0.3, DAX1 inh-2 0.7, hgDAF12 agonist -3.1, NPR2 activator 1.4, sPLA2-III inh -3.0, ssDAF-12 act -1.5, GAA850 FXN act -1.0, hcDAF-12 act -0.1, KLK7 zymogen act 0.3, GC-A act 6.8 and SMARCA2 activ -2.7.
Cn1c(CCC(=O)OCC(=O)Nc2ccc(Oc3ccccc3)cc2)nc(=O)c2ccccc21 was read as DAX1 inh-1 0.8, DAX1 inh-2 -1.5, hgDAF12 agonist 2.7, NPR2 activator -4.1, sPLA2-III inh 0.3, ssDAF-12 act -1.3, GAA850 FXN act 0.8, hcDAF-12 act 0.5, KLK7 zymogen act -0.3, GC-A act 2.4 and SMARCA2 activ 1.1.
For Nc1ncncc1-c1ccc(F)cc1 the results were DAX1 inh-1 0.2, DAX1 inh-2 1.1, hgDAF12 agonist 0.0, NPR2 activator 1.6, sPLA2-III inh 15.3, ssDAF-12 act -1.1, GAA850 FXN act 1.7, hcDAF-12 act 0.7, KLK7 zymogen act -0.7, GC-A act 1.4 and SMARCA2 activ -6.7.
`COC(=O)c1ccccc1NC(=O)CSc1nc(NC(=O)c2ccccc2)c2c(C)c(C)oc2n1` gave DAX1 inh-1 -0.7, DAX1 inh-2 0.6, hgDAF12 agonist -0.3, NPR2 activator -1.5, sPLA2-III inh -1.8, ssDAF-12 act -1.0, GAA850 FXN act 0.8, hcDAF-12 act -0.3, KLK7 zymogen act -0.2, GC-A act -5.7 and SMARCA2 activ 2.1.
Screening Cc1c(CCC(=O)NCCC(=O)O)c(=O)oc2c(C)c3oc4c(c3cc12)CCCC4 returned DAX1 inh-1 -0.3, DAX1 inh-2 -0.6, hgDAF12 agonist -6.2, NPR2 activator -4.4, sPLA2-III inh -11.1, ssDAF-12 act -2.0, GAA850 FXN act -5.4, hcDAF-12 act -4.8, KLK7 zymogen act 2.9, GC-A act 3.0 and SMARCA2 activ -6.7.
`Cc1cc(NC(=O)CCC(=O)N(CC2CCCO2)C(C(=O)NC2CCCC2)c2ccccc2C)no1` (configuration not stated) gave DAX1 inh-1 -0.1, DAX1 inh-2 -0.9, hgDAF12 agonist 0.7, NPR2 activator 7.1, sPLA2-III inh -2.0, ssDAF-12 act -1.1, GAA850 FXN act -1.1, hcDAF-12 act -0.5, KLK7 zymogen act 0.5, GC-A act -0.4 and SMARCA2 activ -0.6.
For CN(C)CCCNC(=O)C[C@H]1C[C@H](C(=O)N2CCCCC2)[C@@]2(C)c3[nH]c4cc(-c5ccco5)ccc4c3CCN2C1=O the results were DAX1 inh-1 -0.6, DAX1 inh-2 1.0, hgDAF12 agonist 0.5, NPR2 activator -8.4, sPLA2-III inh 5.2, ssDAF-12 act -0.9, GAA850 FXN act 1.4, hcDAF-12 act -0.9, KLK7 zymogen act 97.1*, GC-A act -3.9 and SMARCA2 activ -4.1.
CCn1c2ccccc2c2cc(NC(=O)COc3ccccc3OC)ccc21 was read as DAX1 inh-1 -2.0, DAX1 inh-2 -1.2, hgDAF12 agonist -0.1, NPR2 activator -2.6, sPLA2-III inh -15.2, ssDAF-12 act -2.0, GAA850 FXN act -3.8, hcDAF-12 act -2.5, KLK7 zymogen act -0.1, GC-A act -1.9 and SMARCA2 activ -2.8.
